L929 necroptosis = L929 zVAD cell death inhibition; L929 zVAD necroptosis rescue, ATP luminescence, 24 h; with zVAD 60 µM; viability rescue, % at 10 µM; 220,000 tested, 0.38% active; AID 1377;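 active = activation, scaled between plate controls, above about 75%, limit read from the data; inactive = activation under that limit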;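 also: 0% = zVAD with DMSO and 100% = DMSO alone without zVAD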
Cl transport mod = modulates chloride dependent transport by human KCC2 | B-score of Tl+ flux slope (higher = more flux/activation; lower = inhibition) at 10 µM | 190,000 tested, 2.2% active | AID 1456 | KCC2 cells, thallium flux FluoZin-2 fluorescence;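 active = thallium flux slope and its plate-corrected score both differing from the plate sample mean at a set confidence after two filtering rounds, in either direction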;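 also: slope of fluorescence scaled to starting intensity during 10 to 20 s after thallium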
EBV gp42 block = EBV gp42 inhibition; 220,000 tested, 0.42% active; Fluorescence polarization binding assay, mP read-out; inhibition, % (tested at 21.74 µM); Q1HVG2; in the data active = inhibition above about 50%
eIF4E 4G PPI = eIF4E/eIF4G interaction inhibition in translation initiation | P63073+Q04637 | TR-FRET eIF4E-eIF4GI(517-606) binding, 2 h | inhibition, % at 21.7 µM | 220,000 tested, 0.37% active;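 active = inhibition above about 30%, limit read from the data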;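 also: 0% = full FRET control wells and 100% = background wells lacking eIF4GI fragment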
Target sequence (P63073 whole entry, looked up, the tested form may be a part): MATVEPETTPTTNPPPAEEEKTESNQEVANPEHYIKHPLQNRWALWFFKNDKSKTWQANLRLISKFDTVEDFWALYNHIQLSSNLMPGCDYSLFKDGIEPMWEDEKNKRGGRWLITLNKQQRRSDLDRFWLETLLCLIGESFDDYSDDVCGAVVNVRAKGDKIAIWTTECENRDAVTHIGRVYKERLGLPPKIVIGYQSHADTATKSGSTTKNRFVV
Target sequence (Q04637 whole entry, looked up, the tested form may be a part): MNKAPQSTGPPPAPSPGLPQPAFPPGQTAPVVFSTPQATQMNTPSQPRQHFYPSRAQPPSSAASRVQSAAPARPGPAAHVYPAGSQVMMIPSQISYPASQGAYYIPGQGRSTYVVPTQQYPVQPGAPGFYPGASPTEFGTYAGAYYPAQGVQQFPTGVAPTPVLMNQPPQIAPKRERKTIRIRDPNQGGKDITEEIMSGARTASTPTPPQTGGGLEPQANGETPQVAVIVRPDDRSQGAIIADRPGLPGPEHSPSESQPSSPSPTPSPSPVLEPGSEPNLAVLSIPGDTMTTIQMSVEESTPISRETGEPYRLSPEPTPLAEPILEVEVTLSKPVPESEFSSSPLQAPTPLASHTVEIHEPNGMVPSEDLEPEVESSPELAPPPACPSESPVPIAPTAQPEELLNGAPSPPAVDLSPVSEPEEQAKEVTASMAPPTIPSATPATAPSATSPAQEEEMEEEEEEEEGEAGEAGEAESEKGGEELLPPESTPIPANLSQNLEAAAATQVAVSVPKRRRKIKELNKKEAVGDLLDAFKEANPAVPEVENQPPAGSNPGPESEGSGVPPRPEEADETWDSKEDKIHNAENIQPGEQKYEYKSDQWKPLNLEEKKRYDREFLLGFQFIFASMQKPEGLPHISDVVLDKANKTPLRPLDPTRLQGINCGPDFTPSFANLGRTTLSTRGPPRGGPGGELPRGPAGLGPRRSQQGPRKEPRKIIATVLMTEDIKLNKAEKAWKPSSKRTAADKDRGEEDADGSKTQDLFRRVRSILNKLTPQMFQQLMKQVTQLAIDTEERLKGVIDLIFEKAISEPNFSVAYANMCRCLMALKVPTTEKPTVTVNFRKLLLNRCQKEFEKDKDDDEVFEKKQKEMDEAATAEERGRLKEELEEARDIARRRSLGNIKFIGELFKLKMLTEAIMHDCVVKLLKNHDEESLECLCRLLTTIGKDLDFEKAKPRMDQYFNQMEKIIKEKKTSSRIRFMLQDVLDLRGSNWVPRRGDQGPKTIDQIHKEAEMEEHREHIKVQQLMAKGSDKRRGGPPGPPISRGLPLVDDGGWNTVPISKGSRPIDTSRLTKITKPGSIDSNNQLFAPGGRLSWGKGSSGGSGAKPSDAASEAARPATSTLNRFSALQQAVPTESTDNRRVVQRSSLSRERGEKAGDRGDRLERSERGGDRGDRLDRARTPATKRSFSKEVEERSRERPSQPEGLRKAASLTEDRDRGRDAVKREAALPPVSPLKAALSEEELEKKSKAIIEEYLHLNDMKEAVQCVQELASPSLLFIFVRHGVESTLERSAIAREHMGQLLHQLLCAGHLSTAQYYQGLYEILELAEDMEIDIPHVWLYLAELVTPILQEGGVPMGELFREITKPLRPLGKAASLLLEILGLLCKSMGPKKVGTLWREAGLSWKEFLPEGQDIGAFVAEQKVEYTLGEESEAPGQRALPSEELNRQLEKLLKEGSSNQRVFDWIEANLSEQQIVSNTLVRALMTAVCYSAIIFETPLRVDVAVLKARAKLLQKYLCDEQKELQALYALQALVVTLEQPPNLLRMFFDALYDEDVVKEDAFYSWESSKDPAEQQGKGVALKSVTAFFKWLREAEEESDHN
Rad51 HR inh = Rad51 (human) homologous recombination inhibition; Q06609; hRad51 DNA strand exchange, fluorescence dequenching; inhibition, % at 10 µM; 200,000 tested, 0.085% active; AID 1385;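 active = inhibition above 40% at the single screening dose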;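 also: 0% = DMSO control wells and 100% = blanks with heterologous ssDNA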
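Material: Human Rad51 nucleoprotein filaments preassembled on unlabelled ssDNA | Also added: Labelled 47-mer dsDNA for strand exchange | Dosing: Single dose, 10 µM final compound | Schedule: 30-min compound preincubation and 15-min exchange, both room temperature | Technique: Fluorescence dequenching at 485/520 nm | Measure: Percent inhibition relative to plate controls and blanks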
MDM2 E3 inh = blocks human Mdm2 ubiquitin ligase activity. signal enhancement, % at 5 µM. AID 1230. 210,000 tested, 0.11% active. Q00987. cell-based MDM2 ubiquitination luciferase reporter, 2 h; 0 = plate control, 100 = twice control, blank-subtracted;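 active = signal enhancement of 30% or more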;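 also: luminescence tracks abundance of the self-degrading MDM2-luciferase fusion protein; higher signal means inhibition of MDM2 E3 ligase activity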
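Timing – 2 h compound exposure at 37 °C · Assay system – mammalian cells stably expressing self-ubiquitinating, self-degrading MDM2 E3–luciferase fusion · Amount – 2000 cells seeded into each well · Measure – % luminescence enhancement versus blank-corrected plate control mean · Measured by – SteadyLite luminescence, 15 min reagent step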
TNF necrop inh = inhibitors of TNF-alpha induced necroptosis in Jurkat FADD-/- cells; Jurkat FADD-/- TNF necroptosis rescue, ATP luminescence, 24 h; 0 = TNF only, 100 = no-TNF cells; activation (protection from cell death), % at 10 µM; 220,000 tested, 0.068% active;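 active = activation, meaning protection from cell death, of at least 50% relative to plate controls; inactive = activation below 50%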;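 also: necroptosis triggered by 40 ng/mL TNF-alpha added together with compound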
PERK inhibitor = inhibitors of human PERK kinase; CHO PERK-DD fusion, SEAP luminescence translation reporter; inhibition, % at 5.6 µM; AID 1416; 220,000 tested, 0.17% active;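 active = inhibition above the mean inhibition of all tested compounds plus 3 SD, set separately per screening campaign, cut at about 2.9% in these data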;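 also: PERK kinase domain activated by AP20187 dimerizer at 100 nM; 0% = DMSO with dimerizer and 100% = rapamycin at 8.4 µM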
m-calpain inh = blocks pig calpain II enzyme activity. purified calpain II, fluorogenic peptide substrate, 30 min. inhibition, % at 16 µM. 220,000 tested, 0.37% active. AID 1236;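 active = inhibition above about 50%, limit read from the data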
* = called active by the depositor; i = inactive; / = not tested or not shown; [ ] = remark or other dose.

entry | Molecule | L929 necroptosis | Cl transport mod | EBV gp42 block | eIF4E 4G PPI | Rad51 HR inh
1 | CCOC(=O)c1sc2nc(NC(=O)C3CC3)sc2c1C | 0.5 | 0.47 | -11 | -1 | -2
2 | CCCC(=O)N1CCc2cc(-c3nc(N)sc3C)ccc21 | -0.2 | / | -4 | -2 | -1
3 | O=C(NCc1nc2ccccc2[nH]1)C1=C[C@H](C2CC2)C[C@H](OCCCCO)O1 | 0.3 | 0.32 | -10 | 0 | -3
4 | CC(C)(C)c1nnc(NC(=O)CN2C(=O)C3C4C=CC(C4)C3C2=O)s1 (centres undefined) | 0.1 | -0.059 | -3 | -4 | 1
5 | Cc1c(C(=S)Nc2ccccc2)cnn1-c1ccccc1 | -0.2 | -0.85 | -6 | -19 | /
6 | CCOC(=O)C1C(=O)NC(SCC(=O)OC)=C(C#N)C1c1ccccc1OCC (centres undefined) | -0.4 | / | -15 | 6 | 4
7 | CCOc1ccc(-n2c(N)c(-c3nc4ccccc4[nH]3)sc2=S)cc1 | 0.1 | 0.65 | -5 | -1 | 5
8 | COc1ccccc1C1N(c2ccc(F)cc2)C(=O)C2CCCN21 (centres undefined) | 0.8 | 2.1 | -13 | -4 | -18
9 | Cc1ccc(C(=O)Cn2nnc(-c3cccs3)n2)cc1 | -0.5 | -0.079 | -5 | -8 | /
10 | CC(C)OCCCn1c(NN)nc2ccccc2c1=O | 1.6 | -0.022 | -6 | 2 | -6
11 | Cc1nc2ccccn2c1C(=O)NNS(=O)(=O)c1ccc(Cl)cc1 | -0.3 | -0.07 | -1 | 4 | /
12 | Cc1ccc(-c2ccc(/C=C(\C#N)C(N)=S)o2)c([N+](=O)[O-])c1 | 0.0 | -0.025 | 1 | 3 | /

entry | MDM2 E3 inh | TNF necrop inh | PERK inhibitor | m-calpain inh
1 | -3 | 2.6 | 1.3 | -69
2 | 0 | -3.8 | -0.7 | -9
3 | / | 1.5 | 1.5 | 5
4 | 19 | -0.4 | -0.1 | -18
5 | 2 | -1.2 | 0.7 | -7
6 | -14 | -0.6 | -0.5 | -10
7 | 1 | 1.3 | -0.7 | -70
8 | -20 | -0.7 | 0.5 | -1
9 | / | 3.1 | 2.1 | -21
10 | -7 | 2.2 | 0.2 | 23
11 | -6 | -2.1 | 0.2 | 16
12 | -17 | -6.2 | -0.3 | 33

Next structures follow.
entry | Molecule | L929 necroptosis | Cl transport mod | EBV gp42 block | eIF4E 4G PPI | Rad51 HR inh
13 | Cc1cc(C)c2c(n1)sc1c(=O)[nH]c(SCc3ccccc3)nc12 | 0.8 | / | -5 | -3 | 0
14 | CN1C(=O)N(C)C2(c3ccccc3)NNC(N)=NC12c1ccccc1 (centres undefined) | 0.5 | 0.59 | -18 | 4 | /
15 | CCN(CCO)Cc1csc2ccc(Cl)cc12 | -0.3 | 0.42 | -14 | 15 | 10
16 | CCCCn1c(NC(=O)c2ccc(Br)o2)c(S(=O)(=O)c2ccccc2)c2nc3ccccc3nc21 | -0.3 | -1.8 | 34 | 17 | -1
17 | Cc1ccc2c(c1)c1nnc(SCC(=O)N3CCCc4ccccc43)nc1n2CC(=O)O | 3.7 | -2 | 6 | -5 | 30
18 | O=C1CC(N2CCSCC2)C(=O)N1c1ccccc1 (centres undefined) | 0.0 | -0.15 | -6 | 4 | /
19 | CCN(CC)CCCNCC(=O)Nc1cc(C)on1 | -0.4 | 0.061 | -3 | -1 | -4
20 | CCCCN(CCCNc1ncnc2nc[nH]c12)c1ccccc1 | 6.3 | -1.5 | -3 | -9 | -9
21 | CC(/C=N/NC(=O)c1cc(-c2ccccc2)nc2ccccc12)=C\c1ccco1 | 0.5 | 0.087 | -31 | -5 | /
22 | CCc1nnc(NC(=O)[C@@H](NC(=O)c2cccc(S(=O)(=O)N3CCOCC3)c2)C(C)C)s1 | 0.9 | 0.61 | -42 | -3 | 3
23 | CCN(CC)C(=O)CSc1nnc(-c2ccco2)o1 | -1.1 | 1.3 | -14 | -5 | 3
24 | Cc1nn(-c2ccccc2)c(N2CCCC2)c1/C=N/Nc1ccc(S(=O)(=O)Nc2ccccc2)cc1[N+](=O)[O-] | -0.5 | 0.049 | 5 | 2 | 8

entry | MDM2 E3 inh | TNF necrop inh | PERK inhibitor | m-calpain inh
13 | -11 | -2.6 | 1.1 | -110
14 | -14 | 3.3 | 0.7 | -1
15 | -3 | 1.7 | 0.7 | -3
16 | -33 | -4.8 | -1.4 | i
17 | -7 | 1.3 | -0.1 | -17
18 | -16 | 0.9 | -0.2 | 32
19 | -8 | -0.7 | -0.7 | 23
20 | -15 | -3.9 | -1.1 | -14
21 | 8 | -4.4 | -0.2 | -59
22 | 7 | 0.7 | 0.4 | 14
23 | 7 | 1.2 | 0.9 | -20
24 | -9 | -0.4 | 0.1 | 11

Fetched by structure from above (five):
entry | Molecule | L929 necroptosis | Cl transport mod | EBV gp42 block | eIF4E 4G PPI | Rad51 HR inh
23 | CCN(CC)C(=O)CSc1nnc(-c2ccco2)o1 | -1.1 | 1.3 | -14 | -5 | 3
16 | CCCCn1c(NC(=O)c2ccc(Br)o2)c(S(=O)(=O)c2ccccc2)c2nc3ccccc3nc21 | -0.3 | -1.8 | 34 | 17 | -1
15 | CCN(CCO)Cc1csc2ccc(Cl)cc12 | -0.3 | 0.42 | -14 | 15 | 10
20 | CCCCN(CCCNc1ncnc2nc[nH]c12)c1ccccc1 | 6.3 | -1.5 | -3 | -9 | -9
17 | Cc1ccc2c(c1)c1nnc(SCC(=O)N3CCCc4ccccc43)nc1n2CC(=O)O | 3.7 | -2 | 6 | -5 | 30

entry | MDM2 E3 inh | TNF necrop inh | PERK inhibitor | m-calpain inh
23 | 7 | 1.2 | 0.9 | -20
16 | -33 | -4.8 | -1.4 | i
15 | -3 | 1.7 | 0.7 | -3
20 | -15 | -3.9 | -1.1 | -14
17 | -7 | 1.3 | -0.1 | -17

More entries:
entry | Molecule | L929 necroptosis | Cl transport mod | EBV gp42 block | eIF4E 4G PPI | Rad51 HR inh
25 | COc1ccc(OC(=O)c2c(C)nn(-c3ccccc3)c2C)cc1 | 0.7 | -2.7 | -5 | -5 | -1
26 | O=C(N/N=C\c1coc2ccccc2c1=O)c1ccco1 | -1.0 | -3.5 | 10 | 7 | -5
27 | COc1ccc2nc(/N=C/c3c(C)[nH]n(-c4ccc(C)cc4C)c3=O)sc2c1 | 0.8 | 62* | -1 | 3 | -14
28 | CC(C)N1CC(C(=O)Nc2nc3ccccc3s2)CC1=O (centres undefined) | 0.3 | 1.3 | -17 | -6 | 9
29 | O=C(OCc1ccc(F)cc1)c1ccc2c(c1)-c1ccccc1C2=O | 2.9 | 0.39 | -1 | 1 | -6
30 | CCCCOP(=O)(c1ccc(N(C)C)cc1)C(Nc1ccccc1)c1ccccc1 (centres undefined) | 0.7 | -0.6 | 10 | -12 | 1
31 | O=C(O)CC/C(=C\c1ccc(N2CCOCC2)c([N+](=O)[O-])c1)c1nc2ccccc2s1 | 1.0 | -8.5* | -2 | -1 | -3
32 | CCOC(=O)Cc1csc(NC(=O)C(C)(C)CC)n1 | -1.1 | 2.1 | -14 | 2[fluorescence artefact?] | 5
33 | COc1ccc(C(=O)Nc2ccc(Cl)cc2C(=O)N2CCCC(C)C2)cc1OC (centres undefined) | 1.9 | 0.24 | -3 | 1[fluorescence artefact?] | 2
34 | O=C(Nc1ccccc1O)c1csc2c1CCCC2 | -0.2 | 0.76 | 6 | -2 | 3
35 | O=C1[C@H]2C(c3ccccc3)=NN(c3ccccc3)[C@H]2C(=O)N1c1ccccc1 | 2.0 | -0.026 | -4 | 0 | -9
36 | COc1cc(Cl)c(C)cc1NC(=O)CCCn1c(=O)oc2ccccc21 | 0.1 | -1.5 | -13 | -32 | 7

entry | MDM2 E3 inh | TNF necrop inh | PERK inhibitor | m-calpain inh
25 | -8 | 3.1 | 0.2 | 9
26 | -8 | -1.0 | 0.0 | 9
27 | -15 | 1.4 | -0.2 | 14
28 | -5 | 1.3 | -0.2 | -13
29 | -3 | -3.0 | 1.6 | 3
30 | -17 | -0.1 | -1.1 | 40
31 | -7 | 0.4 | -0.3 | 34
32 | -7 | -1.1 | 0.5 | -26
33 | -4 | 1.6 | -0.6 | -12
34 | 9 | -1.5 | 0.6 | 14
35 | -1 | -0.9 | -0.2 | i
36 | -17 | 1.2 | -0.8 | 19

(cont.)
entry | Molecule | L929 necroptosis | Cl transport mod | EBV gp42 block | eIF4E 4G PPI | Rad51 HR inh
37 | COc1cccc(OC)c1C(=O)Nc1cc(C)on1 | 0.1 | 1.5 | -11 | 0 | /
38 | COc1ccccc1N1CCN(CC(O)COCCOc2ccc(Br)cc2)CC1 (centres undefined) | 0.6 | -0.013 | 3 | -1 | -6
39 | CCN(CC)C1CCN(C(=O)CCc2nnc(CCCCc3ccccc3)o2)C1 (centres undefined) | 0.1 | -0.043 | 4 | -4 | -16
40 | Cc1sc2ncn(CC(=O)NCC3COc4ccccc4O3)c(=O)c2c1S(=O)(=O)N1CCCCC1 (centres undefined) | 0.5 | -0.13 | -10 | -1 | /
41 | CC(C)N(Cc1ccccc1)C(=S)Nc1ccc(F)cc1 | -0.8 | 0.052 | -1 | 3 | 3
42 | CCCCOC(=O)c1ccc(NC(=O)c2cc(Cl)ccc2OC)cc1 | 1.5 | / | 10 | 1 | 6
43 | CCOC(=O)CSC1=N/C(=C\c2ccc(OC)c(OC)c2)C(=O)N1C | -0.3 | 1.6 | 5 | i | 21
44 | CCOC(=O)c1c(-c2cccc([N+](=O)[O-])c2)cn2ccccc12 | 3.1 | 0.69 | -11 | 0 | 4
45 | O=C(c1cccs1)c1no[n+]([O-])c1C(=O)c1cccs1 | 15 | -3.7 | -59 | 9[fluorescence artefact?] | 2
46 | CCOC(=O)C1C(=O)OC(C)(C)C1C(CC)C(=O)c1c(C)cc(C)cc1C (centres undefined) | 0.2 | -1.1 | 4 | 3 | /
47 | COc1cccc(-n2ccnc2SCC(=O)Nc2ccccc2F)c1 | -1.3 | -1.4 | -6 | -2 | 6
48 | O=C(NNC(=O)c1ccc(F)cc1F)c1ccc2c(c1)OCO2 | 0.5 | 0.37 | -11 | -1 | 2
49 | COc1ccc(/C=C2\CCCc3c2nc2ccccc2c3C(=O)O)cc1OC | 1.4 | i | 105* | 0 | i
50 | O=C(COc1ccccc1)OCc1cc2ccccc2[nH]c1=O | 0.8 | / | 2 | 4 | -15
51 | CCCc1ccc(-c2cc(C(=O)NCCc3ccc(S(N)(=O)=O)cc3)c3ccccc3n2)cc1 | -0.2 | / | 7 | 2[fluorescence artefact?] | 0

entry | MDM2 E3 inh | TNF necrop inh | PERK inhibitor | m-calpain inh
37 | -1 | -1.1 | 0.3 | -19
38 | -9 | 4.5 | -1.4 | -5
39 | -10 | 0.7 | -0.8 | -11
40 | -20 | -0.5 | 0.6 | -23
41 | 0 | -0.5 | 0.9 | -7
42 | -4 | 2.8 | 0.4 | -3
43 | -1 | 0.7 | -0.3 | 7
44 | 9 | -2.3 | 0.3 | 5
45 | -26 | -4.3 | -0.3 | -56
46 | -8 | 1.6 | -1.6 | -10
47 | 4 | 1.8 | -0.2 | -5
48 | -16 | -0.4 | 1.0 | -24
49 | -11 | 1.9 | -0.5 | -240
50 | -14 | 0.2 | 1.9 | -11
51 | -13 | -13 | -0.4 | -33
